M5 ag: CHRM5 agonism in calcium assay; CHO-K1 hM5 cells, Fluo-8 calcium fluorescence; 0% DMSO wells, 100% maximal acetylcholine response; AID 624037; 360,000 tested, 0.19% active; activation, % at 3 µM; P08912;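 active = activation above the run's mean over test compounds plus 3 SD, cut at about 23% in these data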;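 also: signal is peak over basal fluorescence ratio across the kinetic read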
Target sequence (P08912 whole entry, looked up): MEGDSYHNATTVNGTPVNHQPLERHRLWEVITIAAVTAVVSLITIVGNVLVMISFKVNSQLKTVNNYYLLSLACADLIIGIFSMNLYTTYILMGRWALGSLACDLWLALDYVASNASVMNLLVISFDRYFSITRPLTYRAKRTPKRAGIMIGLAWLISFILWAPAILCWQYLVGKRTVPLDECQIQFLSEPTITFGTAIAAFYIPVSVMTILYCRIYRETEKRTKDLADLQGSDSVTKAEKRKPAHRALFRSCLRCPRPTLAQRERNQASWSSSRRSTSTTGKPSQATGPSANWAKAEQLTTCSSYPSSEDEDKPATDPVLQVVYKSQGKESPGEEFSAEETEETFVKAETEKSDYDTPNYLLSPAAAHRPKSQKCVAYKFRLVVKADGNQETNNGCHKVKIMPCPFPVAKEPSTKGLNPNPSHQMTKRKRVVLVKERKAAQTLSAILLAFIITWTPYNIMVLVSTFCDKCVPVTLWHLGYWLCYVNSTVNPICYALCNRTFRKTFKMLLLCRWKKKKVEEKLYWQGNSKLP
M5 PAM: positive allosteric modulators of human muscarinic M5 receptor; P08912; CHO-K1 hM5, Fluo-8 calcium, ACh EC20 PAM; 0% = ACh EC20, 100% = ACh EC100; activation, % at 3 µM; 360,000 tested, 0.3% active;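 active = activation above the run cutoff, the mean activation of all test compounds plus 3 SD, cut at about 18% in these data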
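Probe or stimulus: acetylcholine, EC20 level; Assay system: human M5 receptor in CHO-K1 cells; Schedule: compound preincubation 140 s before EC20 acetylcholine addition; Technique: intracellular calcium via Fluo-8 fluorescence; Dosing: single-point, 3 µM nominal; Read-out basis: percent activation from peak-over-basal fluorescence ratio, scaled EC20-to-EC100 acetylcholine; Repeats: one well per compound, no replicates.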
CHRM5 antagonist: antagonists of human muscarinic M5 receptor (CHRM5); CHO-hM5 cells, Fluo-8 calcium fluorescence, ACh EC80; inhibition, % at 3 µM; 360,000 tested, 0.59% active; AID 624040;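 active = inhibition above a per-plate cutoff, the mean of that plate's test compounds plus 3 SD, cut at about 27% in these data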;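 also: 0% = acetylcholine EC80 with DMSO and 100% = DMSO without agonist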
M1 PAM parental: M1 PAM counterscreen hit in parental CHO-K1 cells. ATP EC20, Fluo-8 calcium fluorescence; 0% at ATP EC20, 100% at ATP max. activation, % at 3 µM. 360,000 tested, 0.02% active;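 active = activation above the run cutoff, the mean activation of all test compounds plus 3 SD, cut at about 40% in these data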;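 also: peak over basal fluorescence ratio in a 140 s read after ATP addition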
CHRM4 PAM: positive allosteric modulators of human muscarinic M4 receptor. CHO-K1 hM4/Gqi5, Fluo-8 calcium fluorescence, ACh EC20; 0% = ACh EC20, 100% = maximal ACh. activation, % at 3 µM. 360,000 tested, 0.4% active. AID 624126;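 active = activation above its plate's cutoff, the mean activation of sample wells plus 3 SD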; also: some results filed as inactive read as strong as hits
TAAR1 antag: human TAAR1 antagonism | Q96RJ0 | CHO RD-HGA16 TAAR1, Fluo-8 calcium fluorescence, antagonist | inhibition, % at 3 µM | 360,000 tested, 1.5% active;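 active = inhibition above a per-plate cutoff, the mean inhibition of test compounds on that plate plus 3 SD, cut at about 49% in these data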;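 also: 0% = DMSO plus EC80 beta-PEA response and 100% = DMSO alone without agonist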
Target sequence (Q96RJ0 whole entry, looked up): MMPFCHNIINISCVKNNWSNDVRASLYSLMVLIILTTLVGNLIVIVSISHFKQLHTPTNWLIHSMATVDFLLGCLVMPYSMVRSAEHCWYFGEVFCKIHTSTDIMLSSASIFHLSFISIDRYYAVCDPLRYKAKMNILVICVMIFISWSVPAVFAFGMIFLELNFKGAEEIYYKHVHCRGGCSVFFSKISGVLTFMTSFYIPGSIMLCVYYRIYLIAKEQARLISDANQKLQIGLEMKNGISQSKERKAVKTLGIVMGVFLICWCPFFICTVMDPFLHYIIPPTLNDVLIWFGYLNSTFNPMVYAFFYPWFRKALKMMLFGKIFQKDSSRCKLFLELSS
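Material: CHO RD-HGA16 cells bearing hTAAR1; compound dosing: one-point dosing, 3 µM nominal final; schedule: dye loading 75 min at 37 °C, then 30 min room temperature; measured by: calcium fluorescence with Fluo-8; control set: vehicle and agonist controls; replication: n of 1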
CRFR2-BP antag: blocks CRF-induced signaling of the CRF-BP/CRF-R2 complex. 350,000 tested, 0.59% active. HEK293 CRF-R2/CRF-BP, CRF-induced calcium fluorescence. AID 588475. inhibition, % at 11.8 µM;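 active = inhibition of the ligand-induced calcium signal above about 50% at the single tested concentration, limit read from the data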
TAAR1 ag: human TAAR1 agonism; CHO RD-HGA16 TAAR1, Fluo-8 calcium fluorescence; vehicle wells 0%, saturating PEA agonist 100%; activation, % at 3 µM; 360,000 tested, 0.99% active;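 active = activation above the mean activation of all test compounds in the run plus 3 SD, cut at about 38% in these data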
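System: CHO-derived RD-HGA16 cells with stable Gα16 and human TAAR1 / Times: 17-24 h plating, Fluo-8 75 min 37 °C, 30 min RT / Technique: calcium-sensitive Fluo-8 signal, excitation 470-495, emission 515-575 nm / Measure: % activation relative to PEA EC100 response / Benchmarks: DMSO and PEA EC100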
CRFBP-R2 agonist: CRF-BP/CRF-R2 complex agonism. activation, % at 13.2 µM. HEK293 CRF-R2/CRF-BP, calcium dye fluorescence (FLIPR); percent of saturating CRF peptide response. AID 588473. 350,000 tested, 0.46% active;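 active = activation of at least 50%, plus an integration ratio under a set limit after plate pattern correction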;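 also: plate controls were neutral control wells without compound for no effect and CRF at EC100 for full effect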
Active calls of the source: *.

CC(C)N(C(=O)[C@H]1CC(CC(=O)NC(C)(C)C)C(=O)N2CCc3c([nH]c4ccccc34)[C@]12C)C(C)C (some centres undefined) was read as M5 ag 0.4, M5 PAM -1.4, CHRM5 antagonist 7.9, M1 PAM parental 20.5, CHRM4 PAM 1.2, TAAR1 antag 1.4, CRFR2-BP antag -8.1, TAAR1 ag -1.4 and CRFBP-R2 agonist -0.6.
Screening COc1ccccc1CCNC(=O)C(=O)NCC1OCCN1S(=O)(=O)c1ccc(C)cc1 (centres undefined) returned M5 ag 1.4, M5 PAM -4.3, CHRM5 antagonist 1.1, M1 PAM parental 15.1, CHRM4 PAM -0.4, TAAR1 antag 37.2, CRFR2-BP antag 21.8, TAAR1 ag 62.7* and CRFBP-R2 agonist -2.2.
For CCn1nc(C(=O)Nc2ccc3nc(C)sc3c2)c2ccccc2c1=O the results were M5 ag 1.2, M5 PAM -3.3, CHRM5 antagonist -3.5, M1 PAM parental -0.2, CHRM4 PAM -1.6, TAAR1 antag 10.9, CRFR2-BP antag 8.4, TAAR1 ag -0.5 and CRFBP-R2 agonist -0.3.
O=C(Nc1nccs1)c1sc2cc(Cl)ccc2c1Cl was read as M5 ag 1.4, M5 PAM 22.9*, CHRM5 antagonist -2.6, M1 PAM parental 22.4, CHRM4 PAM 24.8*, TAAR1 antag 5.4, CRFR2-BP antag -17.7, TAAR1 ag 5.1 and CRFBP-R2 agonist 3.8.
COc1ccc(N(CC(=O)N2CCC(C(N)=O)CC2)S(=O)(=O)c2ccccc2)cc1 was read as M5 ag -3.1, M5 PAM 2.6, CHRM5 antagonist 4.4, M1 PAM parental 13.9, CHRM4 PAM -1.1, TAAR1 antag 5.4, CRFR2-BP antag 3.8, TAAR1 ag -1.8 and CRFBP-R2 agonist 0.6.
Screening O=C1c2ccccc2NC(c2ccco2)N1O (centres undefined) returned M5 ag 0.0, M5 PAM 1.1, CHRM5 antagonist 0.1, M1 PAM parental 20.9, CHRM4 PAM -2.6, TAAR1 antag 10.0, CRFR2-BP antag -7.8, TAAR1 ag 16.1 and CRFBP-R2 agonist -1.2.
Screening Cn1[nH]c(C(F)(F)F)c(C=NCc2ccc(Cl)cc2)c1=O returned M5 ag -0.6, M5 PAM 12.5, CHRM5 antagonist -15.9, M1 PAM parental 27.8, CHRM4 PAM 3.6, TAAR1 antag 1.5, CRFR2-BP antag 2.4, TAAR1 ag 21.0 and CRFBP-R2 agonist -0.1.
`COc1cccc(NC(=O)CSc2ncnc3c2cnn3Cc2ccccc2)c1` gave M5 ag 1.4, M5 PAM -5.6, CHRM5 antagonist 5.2, M1 PAM parental 9.8, CHRM4 PAM -3.0, TAAR1 antag 25.7, CRFR2-BP antag 19.0, TAAR1 ag 14.5 and CRFBP-R2 agonist 2.1.
Cc1c(Cl)cccc1NC(=O)Nc1ccccc1C(N)=O was read as M5 ag 1.4, M5 PAM 0.5, CHRM5 antagonist -7.6, M1 PAM parental 18.7, CHRM4 PAM -7.9, TAAR1 antag -0.2, CRFR2-BP antag -18.5, TAAR1 ag 3.3 and CRFBP-R2 agonist -0.1.
For COC(=O)c1sc2nc(C)cc(C)c2c1N the results were M5 ag -1.3, M5 PAM 0.2, CHRM5 antagonist 6.5, M1 PAM parental -7.4, CHRM4 PAM 12.1, TAAR1 antag 1.7, CRFR2-BP antag 18.8, TAAR1 ag 3.3 and CRFBP-R2 agonist 0.2.
Cc1c(-c2ccccc2)c(-c2ccc(OCCN(C)C)cc2)n2ccccc12 was read as M5 ag -3.8, M5 PAM -12.8, CHRM5 antagonist 2.2, M1 PAM parental 1.6, CHRM4 PAM -4.1, TAAR1 antag 3.4, CRFR2-BP antag -14.6, TAAR1 ag 0.8 and CRFBP-R2 agonist 2.5.
Screening O=[N+]([O-])c1ccc(Sc2nnnn2-c2ccccc2)nc1 returned TAAR1 antag -5.6, CRFR2-BP antag 39.3, TAAR1 ag 2.5 and CRFBP-R2 agonist -1.5.
`CCN(C[C@H]1N[C@@](C)(C(=O)OC)[C@H]2C(=O)N(C)C(=O)[C@@H]12)S(=O)(=O)c1ccc(-c2ccccc2)cc1` gave M5 ag -0.9, M5 PAM -1.0, CHRM5 antagonist -7.5, M1 PAM parental 12.7, CHRM4 PAM 0.9, TAAR1 antag 4.3, CRFR2-BP antag -4.8, TAAR1 ag 2.9 and CRFBP-R2 agonist -3.4.
Cc1c(Cl)cccc1NC(=O)CNC(=O)C1CC(=O)N(CCc2ccccc2)C1 (centres undefined) was read as M5 ag 3.5, M5 PAM 9.2, CHRM5 antagonist -4.3, M1 PAM parental 9.7, CHRM4 PAM -1.2, TAAR1 antag -19.8, CRFR2-BP antag -3.2, TAAR1 ag 4.9 and CRFBP-R2 agonist -0.8.
Screening O=C(COc1ccc(/C=N/NC(=O)c2ccc(O)cc2)cc1)Nc1cccc([N+](=O)[O-])c1 returned M5 ag 0.7, M5 PAM -2.5, CHRM5 antagonist 7.2, M1 PAM parental 10.7, CHRM4 PAM -2.3, TAAR1 antag -14.9, CRFR2-BP antag 5.0, TAAR1 ag 5.4 and CRFBP-R2 agonist 0.2.
`COCCN=C1Sc2nc3ccc(C)cc3cc2CN1Cc1ccco1` gave M5 ag -11.9, M5 PAM 4.5, CHRM5 antagonist -7.0, M1 PAM parental 19.8, CHRM4 PAM 3.5, TAAR1 antag 2.5, CRFR2-BP antag 12.4, TAAR1 ag -0.3 and CRFBP-R2 agonist -0.4.
`CCC1C(=O)CC(c2ccc([N+](=O)[O-])cc2)NC1c1ccc([N+](=O)[O-])cc1` (centres undefined) gave M5 ag -1.8, M5 PAM -8.4, CHRM5 antagonist 7.6, M1 PAM parental -10.6, CHRM4 PAM -14.5, TAAR1 antag -5.6, CRFR2-BP antag 4.1, TAAR1 ag 2.7 and CRFBP-R2 agonist 0.2.
For CC(=O)NCCc1ccc(S(=O)(=O)N(C)C2CCS(=O)(=O)C2)cc1 (centres undefined) the results were M5 ag 1.5, M5 PAM 6.5, CHRM5 antagonist 1.1, M1 PAM parental -2.0, CHRM4 PAM -0.2, TAAR1 antag 1.7, CRFR2-BP antag 4.1, TAAR1 ag 1.2 and CRFBP-R2 agonist 0.1.
`Cn1cnnc1SCC(=O)N1CCN(C(=O)c2ccco2)CC1` gave M5 ag -1.4, M5 PAM -3.1, CHRM5 antagonist 10.7, M1 PAM parental -14.7, CHRM4 PAM -6.4, TAAR1 antag -8.4, CRFR2-BP antag -3.4, TAAR1 ag -0.2 and CRFBP-R2 agonist 2.4.
For O=[N+]([O-])c1ccc2c(c1)Cc1cc(F)ccc1-2 the results were M5 ag -1.5, M5 PAM 0.0, CHRM5 antagonist -4.5, M1 PAM parental 6.5, CHRM4 PAM 4.3, TAAR1 antag 2.5, CRFR2-BP antag 3.5, TAAR1 ag -1.0 and CRFBP-R2 agonist 1.5.
For CCN(CC)CCN(C(=O)c1ccc([N+](=O)[O-])cc1)c1nc2c(OC)cccc2s1 the results were M5 ag -5.2, M5 PAM -3.4, CHRM5 antagonist 2.8, M1 PAM parental 6.7, CHRM4 PAM 15.7, TAAR1 antag -30.5, CRFR2-BP antag -8.1, TAAR1 ag -0.2 and CRFBP-R2 agonist -0.8.
`c1cc2c(cc1NC1CCCCCC1)OCO2` gave M5 ag 3.9, M5 PAM -6.9, CHRM5 antagonist 0.6, M1 PAM parental 23.5, CHRM4 PAM -2.7, TAAR1 antag -23.2, CRFR2-BP antag -9.4, TAAR1 ag 0.4 and CRFBP-R2 agonist 3.6.
Screening CC(C)CN(C)Cc1c(C(=O)N2CCc3ccccc3C2)nc2ccc(Cl)cn12 returned M5 ag -3.5, M5 PAM -4.2, CHRM5 antagonist 9.2, M1 PAM parental 14.6, CHRM4 PAM 6.7, TAAR1 antag -37.8, CRFR2-BP antag -16.2, TAAR1 ag -1.7 and CRFBP-R2 agonist -2.7.
`COc1cccc2cc(C(=O)c3ccccc3)oc12` gave M5 ag -0.7, M5 PAM 3.7, CHRM5 antagonist 0.6, M1 PAM parental 18.5, CHRM4 PAM 9.9, TAAR1 antag 15.7, CRFR2-BP antag 3.8, TAAR1 ag 0.4 and CRFBP-R2 agonist 0.5.
`O=C(CCc1nc2ccccc2s1)c1ccccc1` gave M5 ag 0.5, M5 PAM -1.6, CHRM5 antagonist 3.3, M1 PAM parental 17.8, CHRM4 PAM 7.7, TAAR1 antag 20.5, CRFR2-BP antag 11.8, TAAR1 ag 1.0 and CRFBP-R2 agonist 2.6.
`COc1cc(CNCCO)cc(Br)c1OCc1ccccc1` gave M5 ag -3.3, M5 PAM -9.0, CHRM5 antagonist 20.5, M1 PAM parental -7.4, CHRM4 PAM -6.9, TAAR1 antag -5.8, CRFR2-BP antag 11.2, TAAR1 ag -0.4 and CRFBP-R2 agonist -3.0.
`Cc1ccc(-c2noc(-c3ccccc3Br)n2)cc1` gave M5 ag -0.9, M5 PAM 1.7, CHRM5 antagonist 8.7, M1 PAM parental 2.8, CHRM4 PAM -2.1, TAAR1 antag -6.2, CRFR2-BP antag 1.3, TAAR1 ag 23.0 and CRFBP-R2 agonist 2.1.
`CCOc1ccccc1OCCCC(=O)NC1CCCc2ccccc21` (centres undefined) gave M5 ag -2.8, M5 PAM -0.5, CHRM5 antagonist -5.1, M1 PAM parental -11.2, CHRM4 PAM 10.4, TAAR1 antag 8.1, CRFR2-BP antag -4.7, TAAR1 ag -0.6 and CRFBP-R2 agonist 0.6.
`CCC(C)C(NC(=O)C1CCC(C)CC1)C(=O)NC(C(=O)OC)C(C)C` (centres undefined) gave M5 ag 1.1, M5 PAM -7.9, CHRM5 antagonist -11.4, M1 PAM parental -6.4, CHRM4 PAM 20.3*, TAAR1 antag -18.4, CRFR2-BP antag 17.6, TAAR1 ag 1.3 and CRFBP-R2 agonist 1.5.
Screening CCCn1c(N2CCN(C)CC2)nc2c1c(=O)[nH]c(=O)n2C returned M5 ag -9.3, M5 PAM 0.7, CHRM5 antagonist -2.2, M1 PAM parental 10.6, CHRM4 PAM 0.2, TAAR1 antag 7.8, CRFR2-BP antag -5.6, TAAR1 ag -1.4 and CRFBP-R2 agonist -1.4.
`Cc1cc(C=C2C(=O)c3ccccc3C2=O)c(C)n1-c1ccc(Cl)cc1` gave M5 ag -0.1, M5 PAM 0.8, CHRM5 antagonist -2.5, M1 PAM parental 10.3, CHRM4 PAM 9.1, TAAR1 antag 11.2, CRFR2-BP antag -29.0, TAAR1 ag 4.9 and CRFBP-R2 agonist 16.7.

As a working copy, part of the list above.
Screening CCCn1c(N2CCN(C)CC2)nc2c1c(=O)[nH]c(=O)n2C returned M5 ag -9.3, M5 PAM 0.7, CHRM5 antagonist -2.2, M1 PAM parental 10.6, CHRM4 PAM 0.2, TAAR1 antag 7.8, CRFR2-BP antag -5.6, TAAR1 ag -1.4 and CRFBP-R2 agonist -1.4.
`Cc1cc(C=C2C(=O)c3ccccc3C2=O)c(C)n1-c1ccc(Cl)cc1` gave M5 ag -0.1, M5 PAM 0.8, CHRM5 antagonist -2.5, M1 PAM parental 10.3, CHRM4 PAM 9.1, TAAR1 antag 11.2, CRFR2-BP antag -29.0, TAAR1 ag 4.9 and CRFBP-R2 agonist 16.7.

Screening results: PubChem, several laboratories

The order is random; overall some 4.2% were active at least once.
